12-LOX inh: Primary qHTS assay for inhibitors of human arachidonate 12S-lipoxygenase (ALOX12): Round 2. Polyunsaturated fatty acid lipoxygenase ALOX12 (Homo sapiens), P18054. purified 12hLO, xylenol orange hydroperoxide absorbance. Potency, µM (doses to about 108 µM), for the others: top-dose activity change, negative = inhibition, hits mostly inhibitors. 580,000 tested, 1.1% active. AID 1671190, 2021; note: % is set by controls: 0 for no effect and ±100 for the full control effect
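Hydroperoxide product was detected by ferrous iron/xylenol orange as the 573 to 405 nm absorbance ratio. Arachidonic acid at 40 uM (final) was turned over for 30 min at room temperature by 150 nM human 12hLO, pH 7.0 Hepes buffer, after 15 min compound preincubation.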
Vif-APOBEC3F blk: qHTS for Inhibitors of Vif-A3F Interactions: qHTS. HeLa A3F-eYFP + Vif (tagged APOBEC3F with the HIV-1 protein that degrades it), YFP fluorescence increase. Potency, µM (series often up to 46.1 µM), for inactives: at the top dose activity, negative = active. 390,000 tested, 0.2% active; note: % of control where 0% means no effect; nearly all actives have a fitted effect of over 65% in size
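Fluorescence increase (Ex 488/Em 500-530) after overnight compound treatment at 37 deg C flags inhibition of Vif-driven A3F-eYFP loss in stable HeLa A3F-eYFP/Vif cells seeded overnight beforehand.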
rTrxR1 inhibitor: qHTS Assay for Inhibitors of Mammalian Selenoprotein Thioredoxin Reductase 1 (TrxR1): qHTS; Thioredoxin reductase 1, cytoplasmic (Rattus norvegicus), O89049; recombinant rTrxR1, NADPH fluorescence consumption, selenite substrate; Potency, µM (highest dose often 114 µM), inactives show top-dose activity change, negative = inhibition, usual class: inhibitors; 390,000 tested, 1% active; AID 588453, 2011; note: % is set by controls: 0 for no effect and ±100 for the full control effect; nearly all actives have a fitted effect of over 65% in size
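Rat TrxR1 (90 nM in the dispensed reagent) was pre-reduced with 400 uM NADPH for 5 min at room temperature, then incubated with compound for 15 min. After 400 uM selenite was added, NADPH fluorescence (Ex 340/Em 450 nm) was followed for 8 min.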
RXFP1 ag: qHTS Assay for Agonists of the Relaxin Receptor RXFP1. 370,000 tested, 0.3% active. Relaxin receptor 1 (Homo sapiens), Q9HBX9. HEK293T-RXFP1 cAMP TR-FRET, 30 min; response scale: percent of porcine relaxin response, buffer zero. Potency, µM (top dose mostly 57.5 µM), inactives show at the top dose activation, most hits filed as activators; note: % is set by controls: 0 for no effect and ±100 for the full control effect; nearly all actives have a fitted effect of over 60% in size; many of its hits are not listed in these tables
Target sequence (Q9HBX9 whole entry, looked up): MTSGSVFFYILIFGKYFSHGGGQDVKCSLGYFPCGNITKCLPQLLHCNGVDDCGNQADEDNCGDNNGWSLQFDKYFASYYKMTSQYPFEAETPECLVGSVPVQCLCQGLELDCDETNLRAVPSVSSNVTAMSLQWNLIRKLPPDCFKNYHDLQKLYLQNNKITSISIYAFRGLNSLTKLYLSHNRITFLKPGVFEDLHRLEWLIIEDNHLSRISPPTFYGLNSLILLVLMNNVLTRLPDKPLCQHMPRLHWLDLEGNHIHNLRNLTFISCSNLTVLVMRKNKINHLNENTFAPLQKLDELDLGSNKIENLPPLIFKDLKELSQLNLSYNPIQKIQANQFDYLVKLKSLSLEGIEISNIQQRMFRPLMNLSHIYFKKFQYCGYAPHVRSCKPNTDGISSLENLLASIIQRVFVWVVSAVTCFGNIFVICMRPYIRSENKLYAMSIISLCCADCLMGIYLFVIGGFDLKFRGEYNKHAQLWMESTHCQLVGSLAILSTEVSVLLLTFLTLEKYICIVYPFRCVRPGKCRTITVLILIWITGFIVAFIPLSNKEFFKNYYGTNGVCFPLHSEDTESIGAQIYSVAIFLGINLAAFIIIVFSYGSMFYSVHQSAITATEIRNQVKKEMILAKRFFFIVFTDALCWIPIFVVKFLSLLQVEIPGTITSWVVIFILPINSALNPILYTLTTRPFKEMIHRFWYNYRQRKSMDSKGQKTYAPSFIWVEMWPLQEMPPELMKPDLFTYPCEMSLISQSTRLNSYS
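Agonist response is measured as cAMP accumulation in an RXFP1-transfected HEK293T line under PDE4 inhibition. Values are scaled between buffer-only and 29 nM porcine relaxin, and EC50s come from standard Hill equation fits.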
TrxR1 substrate: qHTS Assay for Substrates of Mammalian Selenoprotein Thioredoxin Reductase 1 (TrxR1): qHTS. Potency, µM (top dose mostly 114 µM), without a hit: top-dose activity change, negative = substrate turnover. 390,000 tested, 0.01% active. purified TrxR1 substrate turnover, NADPH consumption readout. Thioredoxin reductase 1, cytoplasmic (Rattus norvegicus), O89049; note: % is set by controls: 0 for no effect and ±100 for the full control effect; nearly all actives have a fitted effect of over 50% in size
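Rat TrxR1, dispensed at 90 nM, was prereduced with 400 uM NADPH (final) for 5 min at ~22 deg C, then incubated with compound 15 min before 400 uM selenite. A first-read NADPH fluorescence drop versus no-compound background flagged substrates.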
RGS4 inhibitor: Inhibitors of Regulator of G Protein Signaling (RGS) 4: qHTS; Regulator of G-protein signaling 4 (Homo sapiens), P49798; Transcreener GDP fluorescence polarization, RGS4-accelerated GTP hydrolysis; Potency, µM (titrated, usually from 114 µM), for the others: at the highest dose activity change, negative = inhibition, usual class: inhibitors; 390,000 tested, 0.039% active; AID 504845, 2011; note: % is set by controls: 0 for no effect and ±100 for the full control effect; nearly all actives have a fitted effect of over 75% in size; some results filed as inactive show a strong effect at the top dose
Target sequence (P49798 whole entry, looked up): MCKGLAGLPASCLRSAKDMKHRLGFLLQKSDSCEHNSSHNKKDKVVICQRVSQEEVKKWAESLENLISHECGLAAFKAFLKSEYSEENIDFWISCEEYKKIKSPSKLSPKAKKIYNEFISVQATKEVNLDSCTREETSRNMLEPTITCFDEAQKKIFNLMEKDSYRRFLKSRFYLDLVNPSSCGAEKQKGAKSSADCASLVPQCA
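MLSMR compounds (23 nl, pin-transferred) preincubated 10 min at room temperature with a 500nM (2x) first reagent, then RGS4 at 900nM (2x) plus Transcreener GDP mix added; fluorescence polarization (620/688 nm) read before and after 90 min at 30 °C.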
IDH1 R132H inh: qHTS for Inhibitors of mutant isocitrate dehydrogenase 1 (IDH1): qHTS; IDH1-R132H enzyme, NADPH consumption, diaphorase/resazurin fluorescence; 390,000 tested, 0.093% active; Potency, µM (top dose mostly 76.6 µM), without a hit: at the top dose activity change, negative = inhibition, actives largely listed as inhibitors; Isocitrate dehydrogenase [NADP] cytoplasmic (Homo sapiens), O75874; note: % is set by controls: 0 for no effect and ±100 for the full control effect; nearly all actives have a fitted effect of over 65% in size
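IDH1-R132H (0.5 ug/mL) preincubated 30 min with compound, then NADPH (0.016 mM) and alpha-KG (2 mM) added; 80 min at RT, pH 7.5. Remaining NADPH coupled via diaphorase/resazurin to fluorescence (540/590 nm); concentration-response curves normalized to no-enzyme control.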
USP1 inh: Inhibitors of USP1/UAF1: Primary Screen; Ubiquitin carboxyl-terminal hydrolase 1 (Homo sapiens), O94782; recombinant USP1/UAF1, Ub-Rhodamine cleavage fluorescence; Potency, µM (top dose mostly 57.1 µM), without a hit: at the top dose activity change, negative = inhibition, actives largely listed as inhibitors; 390,000 tested, 0.23% active; AID 743255, 2014; note: % is set by controls: 0 for no effect and ±100 for the full control effect; nearly all actives have a fitted effect of over 60% in size; inactives centre near -12
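1 nM enzyme complex + cpd, 15 min RT; start with Ub-Rho 150nM final; kinetic fluorescence ex 480/em 540, 6 reads q60 s. Buffer 50mM HEPES pH 7.8, 0.5mM EDTA, 0.1 mg/ml BSA, 1mM TCEP, 0.01% Tween-20.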
Vif-A3G inh: qHTS for Inhibitors of Vif-A3G Interactions: qHTS; DNA dC->dU-editing enzyme APOBEC-3G (Homo sapiens), Q9HC16; HeLa A3G-eYFP + Vif (tagged APOBEC3G with the HIV-1 protein that degrades it), YFP fluorescence, overnight; Potency, µM (highest dose often 46.1 µM), inactives show at the highest dose activity, negative = active, hits mostly inhibitors; 410,000 tested, 0.076% active; AID 602310, 2012;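 note: % is set by controls: 0 for no effect and ±100 for the full control effect; nearly all actives have a fitted effect of over 60% in size; hits raise eYFP signal because A3G escapes Vif-driven loss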
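Read-out is eYFP fluorescence (Ex 488/Em 500-530) from Vif-expressing HeLa A3G-eYFP cells; more signal means A3G escaped Vif-mediated degradation. Cells plated overnight, compound pinned in, incubated overnight at 37 deg C.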
An asterisk follows results filed as active; ? = inconclusive; · = not tested or not shown; [ ] = another dose, or the depositor's remark. Calls come from the whole dose curve; as a rule, active = well fitted curve in the direction sought with a large enough effect; inconclusive = small, poorly fitted or top-dose-only effect, or another doubt; inactive = no such curve, though single readings can be large; an effect the other way counts as inactive or inconclusive. Potency is the fitted concentration of half-maximal effect.

The first 11 entries, ahead of the listing:
Compound	12-LOX inh	Vif-APOBEC3F blk	rTrxR1 inhibitor	RXFP1 ag	TrxR1 substrate	RGS4 inhibitor	IDH1 R132H inh	USP1 inh	Vif-A3G inh
O=C(CCc1nnc2ccc(NCc3ccccc3)nn12)NCC1CCN(C2CCCC2)C1 (stereo not given)	7%	-12%	-6%	9.4%	4%	-10%	0%	-8%	-5%
COc1cccc(-c2nnc(NC(=O)c3cccs3)s2)c1	-15%	6%	21%	0.0%	22%	-18%	-3%	-17%	8%
Cc1cc(C)n2cc(CSc3ncccc3C(=O)O)nc2n1	?	-7%	5%	3.4%	215%[activator]	-13%	9%	-17%	0%
O=C(c1ccc(Br)o1)N1CCN(c2ccc(F)cc2)CC1	0%	4%	5%[57.1 µM]	1.3%	8%[57.1 µM]	-1%	-5%	-18%	-2%
N/C(=N\OC(=O)c1ccc2c(c1)OCO2)c1cccnc1	-12%	-17%	-19%	-1.7%	4%	-9%	3%	-22%	-6%
CCCSc1ncc(Cl)c(C(=O)Nc2c(C(=O)Nc3ccc(C)cc3)oc3ccccc23)n1	-6%	·	17%	-1.7%	8%	2%	·	-19%	·
Cc1ccc(S(=O)(=O)c2nc(-c3cccc(C)c3)oc2N2CCCCC2)cc1	-28%	0%	?	-1.1%	-1%	-9%	-4%	-3%	1%
Cc1cc(NC(=O)C2C3C(=O)N(CCC(C)C)C(C(=O)NCc4ccccc4)C34C=CC2(C)O4)no1 (stereo not given)	0%	-6%	18%	-0.4%	3%	-23%	10%	5%	-1%
Cc1ccc2nc(SCC(=O)Nc3cccc([N+](=O)[O-])c3)[nH]c2c1	2%	-1%	4%	2.6%	1%	19%	-2%	-19%	-5%
COc1cc(CCNc2ccc3nnc(-c4ccccc4)n3n2)cc(OC)c1OC	-28%	-14%	13%	4.2%	1%	-24%	-2%	1%	-18%
CC(=O)c1c(C)[nH]c(C(=O)NNC(=O)c2ccc(Br)cc2)c1C	9%	5%	16%	·	1%	-7%	10%	-11%	-1%

The listing, from the start:
Compound	12-LOX inh	Vif-APOBEC3F blk	rTrxR1 inhibitor	RXFP1 ag	TrxR1 substrate	RGS4 inhibitor	IDH1 R132H inh	USP1 inh	Vif-A3G inh
O=C(CCc1nnc2ccc(NCc3ccccc3)nn12)NCC1CCN(C2CCCC2)C1 (stereo not given)	7%	-12%	-6%	9.4%	4%	-10%	0%	-8%	-5%
COc1cccc(-c2nnc(NC(=O)c3cccs3)s2)c1	-15%	6%	21%	0.0%	22%	-18%	-3%	-17%	8%
Cc1cc(C)n2cc(CSc3ncccc3C(=O)O)nc2n1	?	-7%	5%	3.4%	215%[activator]	-13%	9%	-17%	0%
O=C(c1ccc(Br)o1)N1CCN(c2ccc(F)cc2)CC1	0%	4%	5%[57.1 µM]	1.3%	8%[57.1 µM]	-1%	-5%	-18%	-2%
N/C(=N\OC(=O)c1ccc2c(c1)OCO2)c1cccnc1	-12%	-17%	-19%	-1.7%	4%	-9%	3%	-22%	-6%
CCCSc1ncc(Cl)c(C(=O)Nc2c(C(=O)Nc3ccc(C)cc3)oc3ccccc23)n1	-6%	·	17%	-1.7%	8%	2%	·	-19%	·
Cc1ccc(S(=O)(=O)c2nc(-c3cccc(C)c3)oc2N2CCCCC2)cc1	-28%	0%	?	-1.1%	-1%	-9%	-4%	-3%	1%
Cc1cc(NC(=O)C2C3C(=O)N(CCC(C)C)C(C(=O)NCc4ccccc4)C34C=CC2(C)O4)no1 (stereo not given)	0%	-6%	18%	-0.4%	3%	-23%	10%	5%	-1%
Cc1ccc2nc(SCC(=O)Nc3cccc([N+](=O)[O-])c3)[nH]c2c1	2%	-1%	4%	2.6%	1%	19%	-2%	-19%	-5%
COc1cc(CCNc2ccc3nnc(-c4ccccc4)n3n2)cc(OC)c1OC	-28%	-14%	13%	4.2%	1%	-24%	-2%	1%	-18%
CC(=O)c1c(C)[nH]c(C(=O)NNC(=O)c2ccc(Br)cc2)c1C	9%	5%	16%	·	1%	-7%	10%	-11%	-1%
Cc1ccc2nc(Nc3nc(C)cc(C(F)(F)F)n3)nc(C)c2c1	35%[activator]	0%	-12%	11%	-12%	-3%[11.4 µM]	3%	1%	-7%
CSCC[C@H](NC(=O)[C@@H]1CSC2c3ccccc3C(=O)N21)C(=O)N1CCC[C@H]1CO (stereo not given in full)	-6%	8%	9%	0.0%	1%	-2%	-8%	-16%	2%
C(=C\c1ccccc1)/CN1CCN(Cc2ccc3c(c2)OCO3)CC1	?	11%	1%[57.1 µM]	0.2%	-15%	14%	11%	-6%	1%
COc1cccc(NC(=O)CN(C)C(=O)c2oc3c(ccc4ccccc43)c2C)c1	4%	-9%	-9%[57.1 µM]	2.5%	-9%[57.1 µM]	12%	-7%	-20%	-2%

Brought forward from above: two compounds, followed by the next part.
Compound	12-LOX inh	Vif-APOBEC3F blk	rTrxR1 inhibitor	RXFP1 ag	TrxR1 substrate	RGS4 inhibitor	IDH1 R132H inh	USP1 inh	Vif-A3G inh
C(=C\c1ccccc1)/CN1CCN(Cc2ccc3c(c2)OCO3)CC1	?	11%	1%[57.1 µM]	0.2%	-15%	14%	11%	-6%	1%
COc1cccc(NC(=O)CN(C)C(=O)c2oc3c(ccc4ccccc43)c2C)c1	4%	-9%	-9%[57.1 µM]	2.5%	-9%[57.1 µM]	12%	-7%	-20%	-2%
O=S(=O)(c1ccc(=S)[nH]c1)N1CCCCCC1	6%	-10%	-16%	1.4%	1%	-38%	-5%	-6%	-3%
Cc1nc([N+](=O)[O-])c(Br)n1CC(=O)c1ccc(F)cc1	-22%	-2%	2.5µM*	-0.6%	6%	7%	0%	-26%	?
Cc1cccc(C(=O)Nc2cccc(OCc3cc(=O)n4cccc(C)c4n3)c2)c1	-7%	?	29%[57.1 µM]	?	11%[57.1 µM]	2%	-9%	7%	0%
COc1ccccc1N1CCN(C(=O)CSc2nc(-c3ccc(C(C)C)cc3)no2)CC1	-15%	1%	9%[57.1 µM]	0.8%	-4%[57.1 µM]	13%	0%	-20%	-3%
CCOC(=O)c1c(C)oc2ncnc(Nc3ccc(OC)cc3OC)c12	-20%	2%	14%	0.2%	1%	11%	-7%	?	-2%
CN(C)C(=O)c1ccc(S(=O)(=O)NCc2ccc(Cl)cc2)s1	-12%	2%	1%[57.1 µM]	2.6%	-5%[57.1 µM]	19%	1%	-1%	8%
Cc1cc(C)n2nc(SCC(=O)N(C)Cc3ccccc3)nc2n1	3%	-7%	11%	4.2%	-2%	-16%	2%	-16%	2%
Cc1cc(C)c2nc(N(Cc3cccnc3)C(=O)c3cccs3)sc2c1	-7%	-4%	2%[57.1 µM]	1.4%	1%[57.1 µM]	10%	0%	?	-21%
COCCOC1CCN(C(=O)c2cc(COc3ccc(-n4cncn4)cc3)on2)CC1	2%	-4%	-13%	2.2%	-12%	11%	2%	-6%	0%
NS(=O)(=O)c1ccc(Nc2nc(-c3cccc([N+](=O)[O-])c3)cs2)cc1	-24%	-1%	15%	-2.3%	0%	-8%	5%	?	-9%
Nc1ccccc1N=Cc1ccc(-c2cccc(Cl)c2)o1	-21%	?	?	16%	30%[activator][57.1 µM]	-42%	3%	-21%	-16%

Not all compounds are listed; the hit share may differ from the screen's.
